Screens from PubChem.
inhibitors of VEEV: inhibitors of VEEV TC-83 cytopathic effect, confirmation, Vero cells (AID 588727); Vero cells, VEEV TC-83 cytopathic effect inhibition; higher % means a stronger effect; hit rate 0.13% among 350,000; inhibition, % at 20 µM, or IC50 in µM where a hit was titrated; in the data active = a potency from the dose series; inconclusive = inhibition mostly from about 14% at the one dose, without a potency; inactive = the rest, 99 in 100 with inhibition below about 12%; also: strong numbers were not always called active
H37Rv inhibition: M. tuberculosis growth inhibition, HTS (AID 449762) | M. tuberculosis H37Rv growth inhibition, 7H9 media; higher % means a stronger effect | inhibition, % at 25 µM; hits with a dose series show IC50 in µM | hit rate 0.59% among 330,000; in the data active = a potency from the dose series; inconclusive = inhibition above about 70% without an active follow-up result;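 also: bacterial growth assessed after seven days of incubation; strong numbers were not always called active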
M. tuberculosis: growth inhibition of non-replicating M. tuberculosis (AID 488890); Mycobacterium tuberculosis non-replicating, growth inhibition; higher % means a stronger effect; inhibition, % at 25 µM, or IC50 in µM where a hit was titrated; hit rate 0.39% among 320,000; in the data active = a potency from the dose series; inconclusive = inhibition mostly from about 82% at the one dose, without a potency; inactive = the rest, 99 in 100 with inhibition below about 76%;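 also: plate controls were DMSO cells for no effect and high antibiotic wells for full effect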
Salmonella PhoP GFP: PhoP regulon inhibitors, Salmonella typhi PhoP promoter GFP reporter, confirmatory (AID 1850); Salmonella Typhi PhoP-promoter GFP reporter, fluorescence, 4 h; higher % means a stronger effect; inhibition, % at 50 µM; hits with a dose series show IC50 in µM; hit rate 0.33% among 310,000; in the data active = a potency from the dose series; inconclusive = inhibition mostly from about 25% at the one dose, without a potency; inactive = the rest, 99 in 100 with inhibition below about 19%;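 also: 0% = induced wells with vehicle and 100% = uninduced wells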
H1N1 NS1A inhibition: H1N1 influenza NS1A inhibitors, functional cell based assay (AID 504329). NS1A functional cell-based assay, percent inhibition; higher % means a stronger effect. inhibition, % at 12.5 µM, or IC50 in µM where a hit was titrated. hit rate 0.3% among 340,000; in the data active = a potency from the dose series; inconclusive = inhibition above about 27% without an active follow-up result; also: strong numbers were not always called active
Active calls of the source: *; i = inactive; ? = inconclusive; . = not tested or not shown; & = joins results of further samples.

| SMILES | inhibitors of VEEV | H37Rv inhibition | M. tuberculosis | Salmonella PhoP GFP | H1N1 NS1A inhibition |
| --- | --- | --- | --- | --- | --- |
| CCOc1ccccc1NC(=O)CSc1nnc(-c2cnccn2)n1CC | 5.6% | -10% | 9% | -1% | -7% |
| CC(=O)c1cc2c(cc1NC(=O)CN1CCN(c3cccc(C(F)(F)F)c3)CC1)OCO2 | 0.6% | 3% | 1% | -9% | -18% |
| O=C(O)c1cc(C(F)(F)F)nc2c(C(F)(F)F)cccc12 | 0.0% | -3% | -1% | -2% | -1% |
| COC(=O)c1ccncc1N | 1.0% | -2% | 13% | 3% | -6% |
| COc1ccc(S(=O)(=O)N2CCN(C(=O)c3ccc(NC(C)=O)cc3)CC2)cc1 | 5.7% | 7% | 6% | . | -3% |
| O=C(Nc1ccccc1Sc1ccccc1)c1ccc(F)cc1 | 1.0% | 12% | 55% | -2% | -11% |
| CC(C)(C)c1nnc(N/N=C/c2ccccc2O)n(N)c1=O | 8.8% | 15% | -10% | 12% | 5.9µM* |
| Cn1cnc2nc(Cl)nc(Cl)c21 | ? | . | . | . | 7% |
| Nc1ncnc2c1ncn2[C@@H]1O[C@H](CNCc2ccc(-c3cc(C(F)(F)F)ccc3Cl)o2)[C@@H](O)[C@H]1O | 0.7% | . | . | . | -5% |
| COc1cc(NC(=O)c2ccccc2[N+](=O)[O-])c(C(=O)O)cc1OC | 0.8% | 3% | 5% | 2% | 3% |
| O=S(=O)(c1ccc2c(c1)OCCO2)N1CCc2ccccc21 | i | 6% | 6% | -7% | 0% |
| COc1cc(NC(=S)NCC2CCCO2)c(OC)cc1Cl (stereo unspecified) | 0.9% | 7% | ? | -6% | 3% |
| O=C(NC1CC1(c1ccccc1)c1ccccc1)c1ccccc1 (stereo unspecified) | 4.7% | . | . | . | -18% |
| CCOC(=O)Cn1c(=O)c2c(nc(N3CCOCC3)n2C)n(C)c1=O | i | -2% | -7% | -4% | 5% |
| C=CCOc1c(CNc2ccc3[nH]c(=O)[nH]c3c2)cccc1OC | 1.7% | 7% | 51% | -3% | 6% |
| CCCc1cc(C(N)=O)c(NC(=O)c2cc(C)on2)s1 | 1.6% | 0% | 18% | -3% | 7% |
| NC(=O)c1ccccc1NC(=O)CN1CCCCCC1 | 0.1% | 6% | 2% | -10% | -8% |
| CC1(CC(=O)NNC(=O)Nc2ccccc2)OCCCO1 | 0.2% | 1% | -9% | 10% | -4% |
| Fc1ccc(-c2nnc(SCc3cccnc3)o2)cc1 | 3.9% | ? | 79% | -5% | . |
| CCc1cccc(NC(=O)C(NC(=O)C2CCCCC2)C(C)C)c1 (stereo unspecified) | 0.9% | 19% | 21% | 20% | 5% |
| CCCCOc1ccc(C(=O)CCN2CCCCC2)cc1 | 0.1% | 14% | ? | 6%&12% | -4% |
| Cc1cc(C)c2oc(=O)cc(CN3CCC(C)CC3)c2c1 | i | 6% | 22% | -11% | -3% |
| Oc1ccc(C=Nc2ccccc2-c2nc3ccccc3[nH]2)c(O)c1 | i | 3% | 79% | 15% | -8% |
| OC1(c2ccc(Cl)cc2)CCN(Cc2nc(-c3cnccn3)no2)CC1 | 1.4% | 4% | 10% | 8% | -3% |
| COc1ccc(N(C(=O)CNC(=O)c2ccco2)C(C(=O)NCC2CCCO2)c2ccc(OC)c(OC)c2)cc1 (stereo unspecified) | 0.3% | -2% | -9% | -14% | 10% |

(next part)
| SMILES | inhibitors of VEEV | H37Rv inhibition | M. tuberculosis | Salmonella PhoP GFP | H1N1 NS1A inhibition |
| --- | --- | --- | --- | --- | --- |
| CCOc1ccc(C(=O)NCC(=O)NCC(c2ccco2)N2CCCCC2)cc1OCC (stereo unspecified) | 2.4% | 1% | -12% | -5% | -9% |
| COc1ccc(-n2cc(-c3ccc(Br)cc3)[nH]c2=S)cc1 | 1.1% | -6% | ? | -4% | -3% |
| COc1ccccc1CNC(=O)CSCc1cnn(-c2ccccc2)c1-n1cccc1 | 1.0% | -6% | 6% | -2% | 7% |
| O=C(C1CCN(C2CCN(Cc3ccc4c(c3)CCO4)CC2)CC1)N1CCCC1 | i | 7% | 48% | -8% | -5% |
| Cc1nc2ccccc2c(=O)n1-c1ccc(F)cc1F | i | 2% | -1% | 3% | -2% |
| COc1cc(C(=O)Nc2ccc(S(=O)(=O)Nc3nccc(C)n3)cc2)cc(OC)c1OC | 2.2% | 4% | 24% | 11% | 6% |
| COc1ccc(C(C)(C)C)cc1NS(=O)(=O)c1cccc2cccnc12 | i | 8% | 2% | -2% | -16% |
| CCN(c1ccccc1)S(=O)(=O)c1ccc(Cl)c(C(=O)NCCc2ccc(OC)cc2)c1 | i | 2% | 25% | 0% | -1% |
| O=[N+]([O-])c1ccc2[nH]c(O)c(N=NC3CCS(=O)(=O)C3)c2c1 (stereo unspecified) | i | -6% | -8% | 14% | -5% |
| O=C(/C=C/c1cccs1)Nc1nccs1 | 1.4% | -9% | 14% | 0% | -1% |
| COC(=O)c1ccc(CSc2nc3c(c(=O)n2-c2ccc(Br)cc2)SCC3)o1 | 2.6% | -4% | 40% | 11% | -14% |
| COc1ccc(C2=Nn3c(C)nnc3SC2)cc1 | i | 8% | 0% | 11% | -2% |
| O=C(NC1CCCCC1)c1cccc(S(=O)(=O)N2CCOCC2)c1 | 0.9% | -1% | 7% | -4% | 0% |
| CC(=O)Nc1scc(C)c1-c1nc2ccccc2s1 | 1.0% | 26% | -7% | -3% | -9% |
| CCC(=O)c1cc2c(cc1NC(=O)c1cccs1)OCCO2 | 1.0% | 2% | -12% | 5% | -6% |
| COc1ccc(-n2c(CN3CCC(C(N)=O)CC3)nc3ccc([N+](=O)[O-])cc3c2=O)c(OC)c1 | 53% | -2% | -6% | 10% | 4% |
| COc1ccccc1-n1cnc(N)c1C(C)=O | 0.4% | -1% | -12% | -6% | 0% |
| CC(=O)NCCCc1nc2ccccc2n1Cc1ccccc1F | 10% | 2% | -5% | 15% | -31% |
| Cc1nc(-c2ccc(F)cc2)c(CC(=O)N(C)CC(=O)Nc2ccccc2C(F)(F)F)s1 | 1.1% | -4% | -10% | -3% | -2% |
| CCOC(=O)c1c(NC(=O)COC(=O)c2ccccn2)sc(C(=O)N(C)C)c1C | 1.8% | 13% | 1% | 1% | -8% |
| Cc1nc2ccc(NC(=S)NC(C)C)cc2nc1C | i | -4% | ? | -4% | -18% |
| CN(CC(=O)Nc1ccc(F)cc1)C(=O)CNC(=O)C1CCCCC1 | 1.8% | -8% | -18% | . | -12% |
| O=c1cccc2n1CC1CC2CN(S(=O)(=O)c2ccccc2)C1 (stereo unspecified) | i | -6% | -12% | -8% | -13% |
| O=c1c2ccccc2nc(/C=C/c2cccnc2)n1CCc1ccccc1 | 11% | 9% | 24% | -7% | 2% |
| O=C1C(=O)N(CCN2CCOCC2)C(c2cccnc2)/C1=C(/O)c1ccccc1 (stereo unspecified) | . | -1% | -1% | 11% | . |

The list continues:
| SMILES | inhibitors of VEEV | H37Rv inhibition | M. tuberculosis | Salmonella PhoP GFP | H1N1 NS1A inhibition |
| --- | --- | --- | --- | --- | --- |
| CCn1c(=O)c(C(C)=O)nc2ccccc21 | 2.1% | -6% | 12% | 8% | -8% |
| O=C(Cc1ccccc1)NN1C(=O)C2C3C=CC(C4CC34)C2C1=O (stereo unspecified) | i | 3% | -8% | -5% | -3% |
| COc1ccc(C2(CNC(=O)c3ccc(OCC(C)C)cc3)CCOCC2)cc1 | 1.0% | -17% | 35% | -9% | 2% |
| Cc1c(NC(=O)Nc2ccc(Cl)cc2)c(=O)n(-c2ccccc2)n1C | i | 7% | -2% | -2% | -4% |
| COc1ccc(C2=Nn3c(nnc3-c3ccccc3F)SC2)cc1OC1CCCC1 | 6.8% | 8.9µM* | 66% | . | 0% |
| CC1CCc2c(sc3nc(CN4CCOCC4)nc(Sc4ccccc4)c23)C1 (stereo unspecified) | 2.7% | 9% | 45% | 6% | 0% |
| Cc1cc(C)nc(SCC(=O)Nc2nonc2N)n1 | 1.8% | 1% | -11% | 8% | -10% |
| COc1ccc(Nc2ncc(C(=O)O)c3ccccc23)cc1 | 1.8% | 1% | 10% | 0% | -1% |
| Cc1cc(NC(=O)c2ccccc2C)ccc1NC(=O)c1ccccc1Cl | 3.2% | 3% | . | 2% | 2% |
| CCCCc1cc(=O)oc2cc(OC3CCCCC3=O)ccc12 (stereo unspecified) | i | -11% | -2% | -5% | 19% |
| CN(C)c1ccc(C(CNC(=O)c2ccc(F)cc2)c2c[nH]c3ccccc23)cc1 (stereo unspecified) | 4.2% | 12% | 38% | -4% | -5% |
| C=CCN1C(=O)C(Cc2ccccc2)SC1=Nc1ccc(C(=O)O)cc1 (stereo unspecified) | 2.3% | 2% | -20% | 1% | -4% |
| Cc1ccc(N(C(=O)CCC(=O)Nc2cc(C)on2)C(C(=O)NC2CCCC2)c2cccs2)cc1 (stereo unspecified) | 0.8% | -8% | 41% | -3% | 7% |
| Cc1ccc([N+](=O)[O-])cc1N/C=C/C(=O)c1ccco1 | 0.4% | -10% | 1% | -7% | -7% |
| CCn1c(SCC(=O)N(C)CC(=O)Nc2ccc(F)c(F)c2F)nnc1-c1ccco1 | 1.5% | -25% | -11% | -4% | -7% |
| COc1cc2c(cc1OC)C(C)N(S(=O)(=O)c1cn(C)c(C)n1)CC2 (stereo unspecified) | i | -6% | -13% | 6% | . |
| COC(=O)C1=C(C)N(C)C(C)=C(C(=O)OC)C1c1ccccn1 | 0.5% | -5% | 0% | -1% | -5% |
| Cc1ncc2c(c1OC(=O)c1ccc([N+](=O)[O-])cc1)COC(C)(C)OC2 | 3.4% | 9% | -4% | 0% | 12% |

Shown with values under each structure: three of the compounds above.
Second line of a record: inhibitors of VEEV, H37Rv inhibition, M. tuberculosis, Salmonella PhoP GFP, H1N1 NS1A inhibition
- COc1ccc(C2(CNC(=O)c3ccc(OCC(C)C)cc3)CCOCC2)cc1
→ 1.0%, -17%, 35%, -9%, 2%
- Cc1c(NC(=O)Nc2ccc(Cl)cc2)c(=O)n(-c2ccccc2)n1C
→ i, 7%, -2%, -2%, -4%
- COc1ccc(C2=Nn3c(nnc3-c3ccccc3F)SC2)cc1OC1CCCC1
→ 6.8%, 8.9µM*, 66%, ., 0%

Grouped by structure: the entries above with a furan ring, fused or not (6)
| SMILES | inhibitors of VEEV | H37Rv inhibition | M. tuberculosis | Salmonella PhoP GFP | H1N1 NS1A inhibition |
| --- | --- | --- | --- | --- | --- |
| Nc1ncnc2c1ncn2[C@@H]1O[C@H](CNCc2ccc(-c3cc(C(F)(F)F)ccc3Cl)o2)[C@@H](O)[C@H]1O | 0.7% | . | . | . | -5% |
| COc1ccc(N(C(=O)CNC(=O)c2ccco2)C(C(=O)NCC2CCCO2)c2ccc(OC)c(OC)c2)cc1 (stereo unspecified) | 0.3% | -2% | -9% | -14% | 10% |
| CCOc1ccc(C(=O)NCC(=O)NCC(c2ccco2)N2CCCCC2)cc1OCC (stereo unspecified) | 2.4% | 1% | -12% | -5% | -9% |
| COC(=O)c1ccc(CSc2nc3c(c(=O)n2-c2ccc(Br)cc2)SCC3)o1 | 2.6% | -4% | 40% | 11% | -14% |
| Cc1ccc([N+](=O)[O-])cc1N/C=C/C(=O)c1ccco1 | 0.4% | -10% | 1% | -7% | -7% |
| CCn1c(SCC(=O)N(C)CC(=O)Nc2ccc(F)c(F)c2F)nnc1-c1ccco1 | 1.5% | -25% | -11% | -4% | -7% |
